NOD2 inhibition = NOD2 signaling inhibitors, cell-based, luminescence, uHTS, HEK293 (AID 1566) | HEK293 NOD2/NF-kB luciferase reporter, luminescence; higher % means a stronger effect | inhibition, % at 4 µM, or EC50 in µM where a hit was titrated | hit rate 0.63% among 290,000; also: many of its hits are not listed in these tables
Siah-1 displacement = Siah-1 peptide-binding antagonists, primary screen, biochemical, fluorescence polarization, rhodamine-plectin, uHTS (AID 1817) | Siah-1 / rhodamine-plectin peptide fluorescence polarization; higher % means a stronger effect | one-dose displacement, % at 20 µM; IC50 in µM for titrated hits | hit rate 0.02% among 290,000;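 active = displacement of at least 50% at 20 µM, with a fluorescence ratio check between 0.3 and a set limit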;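 also: plate controls were Siah plus tracer with DMSO for no effect and tracer alone without Siah for full effect; strong numbers were not always called active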
NOD1 NF-kB reporter = inhibition of NOD1-driven NF-kB reporter – cell-based, luminescence, uHTS, primary screen (AID 1578); NOD1-driven NF-kB luciferase reporter cells, luminescence; higher % means a stronger effect; inhibition, % at 4 µM, or EC50 in µM where a hit was titrated; hit rate 1% among 290,000; in the data active = inhibition mostly above about 36%, no sharp cut-off; inactive = mostly below about 34%;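 also: HEK-293T reporter cells stimulated with the NOD1 agonist gamma-tri-DAP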
HIV fusion peptide = cell-free HIV fusion peptide-binding blockers – biochemical, uHTS, fluorescence dequenching, primary screen (AID 1986) | cell-free peptide binding, fluorescence dequenching, 30 min; higher % means a stronger effect | inhibition, % at 20 µM; hits with a dose series show IC50 in µM | hit rate 0.3% among 290,000; in the data active = inhibition mostly above about 52%, no sharp cut-off; inactive = mostly below about 76%; also: some results filed as inactive read as strong as hits
KOR beta-arrestin-1 = kappa opioid receptor blockers – cell-based, luminescence, uHTS (AID 1778). KOR beta-arrestin recruitment, luminescence, antagonist mode; higher % means a stronger effect. inhibition, % at 10 µM, or IC50 in µM where a hit was titrated. hit rate 0.091% among 290,000; also: strong numbers were not always called active
Myeloid diff 2 = compounds promoting myeloid differentiation | ER-HoxA9 myeloid progenitors, lysozyme-GFP differentiation, flow cytometry | calls only at 10 µM | hit rate 1% among 360,000;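 active = normalized GFP-positive differentiation at or above the plate's own cutoff, the solvent-only control mean plus 3 SD; inconclusive = no clear call, values can overlap the other calls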;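 also: cells exposed to compound for four days before flow analysis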
PhoP inhibition = PhoP-dependent GFP reporter repression – Salmonella Typhimurium, primary screen (AID 1863). S. Typhimurium PhoP-regulated promoter GFP reporter, 4 h; higher % means a stronger effect. one-dose inhibition, % at 50 µM; IC50 in µM for titrated hits. hit rate 0.16% among 300,000;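 active = inhibition over 29.93%, a cutoff 3 SD above the screen mean, later confirmed by dose response; inconclusive = inhibition over 29.93% but no dose response follow-up; inactive = inhibition at most 29.93% or unconfirmed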;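 also: 0% = low Mg2+ inducing control and 100% = high Mg2+ repressing control; strong numbers were not always called active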
LYP inhibition = inhibitors of LYP phosphatase, biochemical, fluorescence intensity, uHTS (AID 1779); one-dose inhibition, % at 11.5 µM; IC50 in µM for titrated hits; hit rate 0.054% among 290,000; recombinant LYP phosphatase, fluorescence intensity; higher % means a stronger effect;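 also: plate controls were vehicle with enzyme for no effect and no enzyme for full effect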
KOR beta-arrestin-2 = KOR agonists, beta-arrestin recruitment, primary screen, cell-based, luminescence, uHTS (AID 1777); KOR beta-arrestin recruitment, luminescence; higher % means a stronger effect; activation, % at 10 µM, or EC50 in µM where a hit was titrated; hit rate 0.02% among 280,000; in the data active = activation above about 50%, passing the limit was not always enough; also: a part of the inactive calls stands beside numbers as strong as those of hits
Myeloid diff 2 GFP+ MAC1+ % = recorded beside Myeloid diff 2, whose call it bears; GFP+ MAC1+ double positive, %; measured here: differentiation confirmed by MAC1 staining
Numbers without * were called inactive; i = inactive; u = inconclusive; x = no result given; + = active, no number; [ ] = remark or other dose. Rule as the data show it, unless noted: active = inhibition above about 50%; inactive = the rest. Some of the compounds tested; the hit share may differ from the screen's.

SMILES	NOD2 inhibition	Siah-1 displacement	NOD1 NF-kB reporter	HIV fusion peptide	KOR beta-arrestin-1	Myeloid diff 2	Myeloid diff 2 GFP+ MAC1+ %	PhoP inhibition	LYP inhibition	KOR beta-arrestin-2
CC1(C)Cc2ccccc2C2=C(C(=O)N3CCCCCC3)C(=O)C(=O)N21	17%	-1%	-2%	0.0%	12%	i	0.2	-4%	-8%	-3.3%
CCN(CC)S(=O)(=O)c1ccc(C)c(NC(=O)CSc2ncc(C(F)(F)F)cc2Cl)c1	-5%	-1%	-18%	0.5%	-24%	i	0.5	-3%	-5%	10%
O=C1Nc2ccccc2/C1=N\c1sc2c(c1C(=O)Nc1ccccc1)CCCC2	-33%	-5%	-26%	15%	11%	i	1.6	9%	-3%	-5.3%
COCCn1c(C)cc(C2=NNC(=NC(C)(C)C)SC2)c1C	5%	-4%	-27%	3.6%	9%	i	0.7	8%	4%	-4.3%
O=c1sc2ccccc2c(N2CCOCC2)c1[N+](=O)[O-]	8%	-1%	12%	0.3%	-30%[20 µM]	i	0.9	6%	-8%	-2.0%
COc1ccc(CNC(=O)CCC(=O)N2CCN(C(C)=O)CC2)cc1	0%	1%	-14%	5.9%	10%	i	0.2	-3%	-3%	-2.6%
O=C(O)CCCn1cc(NC(=O)COc2ccccc2F)cn1	6%	-3%	-16%	-0.2%	4%	i	0.4	0%	-5%	2.0%
NNC(=O)CSCc1ccc(Cl)cc1Cl	2%	5%	-28%	-0.1%	-58%[20 µM]	i	0.5	6%	-5%	1.8%
CC(C)CNC(=O)c1cnn2c(C(F)(F)F)cc(C(F)(F)F)nc12	-9%	-1%	-14%	0.5%	-9%	i	0.7	-4%	4%	0.5%
CCOc1ccccc1C1NC(=O)NC(C)=C1C(=O)OCc1ccccc1 (stereo not drawn)	7%	4%	-17%	0.3%	10%	i	0.5	1%	-3%	4.4%

One compound at a time (already shown):
Profile of `O=C(O)CCCn1cc(NC(=O)COc2ccccc2F)cn1` : NOD2 inhibition: 6%; Siah-1 displacement: -3%; NOD1 NF-kB reporter: -16%; HIV fusion peptide: -0.2%; KOR beta-arrestin-1: 4%; Myeloid diff 2: i; Myeloid diff 2 GFP+ MAC1+ %: 0.4; PhoP inhibition: 0%; LYP inhibition: -5%; KOR beta-arrestin-2: 2.0%
Profile of `CCN(CC)S(=O)(=O)c1ccc(C)c(NC(=O)CSc2ncc(C(F)(F)F)cc2Cl)c1` : NOD2 inhibition: -5%; Siah-1 displacement: -1%; NOD1 NF-kB reporter: -18%; HIV fusion peptide: 0.5%; KOR beta-arrestin-1: -24%; Myeloid diff 2: i; Myeloid diff 2 GFP+ MAC1+ %: 0.5; PhoP inhibition: -3%; LYP inhibition: -5%; KOR beta-arrestin-2: 10%
Profile of `CC(C)CNC(=O)c1cnn2c(C(F)(F)F)cc(C(F)(F)F)nc12` : NOD2 inhibition: -9%; Siah-1 displacement: -1%; NOD1 NF-kB reporter: -14%; HIV fusion peptide: 0.5%; KOR beta-arrestin-1: -9%; Myeloid diff 2: i; Myeloid diff 2 GFP+ MAC1+ %: 0.7; PhoP inhibition: -4%; LYP inhibition: 4%; KOR beta-arrestin-2: 0.5%

Following part.
SMILES	NOD2 inhibition	Siah-1 displacement	NOD1 NF-kB reporter	HIV fusion peptide	KOR beta-arrestin-1	Myeloid diff 2	Myeloid diff 2 GFP+ MAC1+ %	PhoP inhibition	LYP inhibition	KOR beta-arrestin-2
COc1ccc(/C=N/NC(=O)c2ccc3nc[nH]c3c2)c(OC)c1	14%	3%	-20%	1.0%	-33%	i	4.1	-10%	-3%	-5.7%
N#C/C(=C\c1cn(-c2ccccc2)nc1-c1cc2ccccc2o1)c1nc2ccccc2[nH]1	-76%	-10%	6%	4.8%	-31%	i	0.7	-15%	2%	8.6%
CC(C)c1cc(C(F)(F)F)n2nc(C(=O)O)cc2n1	8%	-3%	19%	3.4%	4%	i	9.3	15%	-9%	-1.9%
CN(C)c1ccc(/C=N\S(=O)(=O)c2ccccc2)cc1	-1%	-7%	2%	-0.6%	24%	i	0.3	u	-6%	1.2%
Cc1onc(-c2c(Cl)cccc2Cl)c1NC(=O)NNc1ccccc1	18%	6%	4%	-2.8%	4%	+	5.5*	-3%	-7%	0.4%
CN(C)S(=O)(=O)c1ccc(C(=O)N2CCN=C2SCc2ccccc2)cc1	14%	1%	-8%	1.9%	-2%	i	0.4	4%	-2%	-3.1%
CN(C)S(=O)(=O)c1cccc(NC(=S)N/N=C/c2ccc(O)c(O)c2O)c1	28%	31%	56%*	47%	20%	i	0.3	-1%	2%	-1.7%
COc1ccc(C2C(C#N)=C(N)Oc3c2oc(CO)cc3=O)cc1 (stereo not drawn)	7%	-8%	-4%	8.9%	-47%	i	0.6	7%	-4%	1.5%
CCOc1ccc(N(C)S(=O)(=O)c2csc(C(N)=O)c2)cc1	11%	2%	-7%	1.3%	-10%	i	0.5	-6%	-4%	-1.9%
Cc1cccc(NC(=O)CN2CCC(C(=O)c3ccc4c(c3)OCCO4)CC2)c1	19%	-9%	22%	-1.0%	-23%	i	0.6	5%	-10%	-4.8%
CC(C)N1CC(C(=O)Nc2nc3ccccc3s2)CC1=O (stereo not drawn)	3%	0%	-21%	0.9%	30%	i	0.7	-10%	5%	0.6%
c1cncc(N=c2scc(-c3cccc4ccccc34)n2CCCn2ccnc2)c1	6%	-2%	13%	2.5%	-7%	i	0.3	23%	-1%	14%
CCN1CCCC1CNC(=O)C1c2ccccc2C(=O)N(CCOC)C1c1ccc(F)cc1 (stereo not drawn)	12%	-4%	10%	-2.0%	30%	i	0.8	7%	-3%	-0.8%
CC(=O)N1CCN(CC(=O)Nc2sccc2C#N)CC1	10%	0%	-26%	3.8%	-24%	i	0.6	-1%	-4%	1.4%
COc1cccc(C(O)CC(N)=O)c1 (stereo not drawn)	5%	1%	-4%	-0.8%	-18%	i	0.6	3%	-6%	0.9%
Cc1cccc(C(=O)Nc2nnc(-c3ccco3)o2)c1	4%	9%	-22%	4.2%	20%	i	1.2	3%	-3%	-4.1%
CCN(CCO)C(=O)CC1C(=O)NCCN1Cc1c(F)cccc1Cl (stereo not drawn)	5%	-2%	-41%	-0.6%	-17%	i	0.5	-7%	4%	0.6%
O=C(Cc1c(F)cccc1Cl)Nc1ccc(S(=O)(=O)N2CCOCC2)cc1	-8%	2%	-17%	-1.2%	30%	i	1.4	1%	-2%	-6.2%
COC(=O)c1ccc(S(=O)(=O)NCc2ccccn2)n1C	28%	16%	-1%	-1.0%	6%	i	0.5	-7%	-4%	3.4%
CC(C)(C)[C@H]1C=C(C(=O)NC2CC2)O[C@@H](OCCCCO)C1	11%	3%	-4%	-1.8%	8%	i	0.7	-6%	-6%	x
O=c1c2c(-c3cccs3)csc2ncn1/N=C/c1ccc(OC(F)F)cc1	18%	2%	1%	1.5%	14%	i	1.2	6%	3%	-1.3%
C/C(=N\NC(=O)c1nnn(-c2nonc2N)c1-c1cccs1)c1ccc(O)cc1	22%	2%	-15%	0.5%	-2%	i	0.3	-2%	-7%	-2.1%
O=[N+]([O-])c1ccc(O)c(N=Cc2sc3ccccc3c2O)c1	-12%	-10%	-57%	37%	6%	i	1.5	7%	-1%	-2.3%
CCOc1ccc(-n2c(SCC(N)=O)nc3sc4c(c3c2=O)CCN(C)C4)cc1	-15%	-2%	-10%	5.0%	44%	i	0.5	-10%	2%	0.2%
COc1ccc(-c2nnc(N(C)C(=O)c3cccnc3)s2)cc1	-33%	4%	-22%	-2.1%	7%	i	0.0	-1%	-4%	-1.3%
Cc1ccc(N/C=C(\C#N)c2ccc(OCCCF)cc2)cc1	0%	-5%	-41%	-3.0%	12%	i	1.3	-3%	-16%	-0.9%
Cc1ccc(NC(=O)CCNS(=O)(=O)c2ccc(OC(F)(F)F)cc2)c(O)c1	2%	3%	-16%	0.3%	4%	i	5.4	-6%	-8%	2.2%
CCCC(=O)N(Cc1cc2ccccc2[nH]c1=O)c1ccccc1OC	-7%	-1%	9%	-0.6%	37%	i	5.1	-6%	-8%	0.1%
Cc1c(OC(C)C(=O)NCC(O)c2ccccc2)ccc2c3c(c(=O)oc12)CCC3 (stereo not drawn)	14%	2%	-9%	0.0%	-13%	u	x	-8%	-2%	1.5%
COc1ccccc1Nc1c2c(nc3ccccc13)CCC2	-6%	-1%	14%	-0.2%	-2%	+	3.6*	4%	-4%	1.4%
Cc1cccc(NC(=O)c2ccc3ccccc3n2)c1C	-254%	-1%	x	-0.9%	-40%	i	0.1	-6%	5%	2.8%
O=C(NC1CCCCC1)c1ccc(S(=O)(=O)c2ccccc2Cl)c([N+](=O)[O-])c1	32%	-2%	91%*	2.9%	8%	x	x	-2%	-2%	8.9%
N#CCC(=O)N1CCn2c1nc1ccccc12	-3%	8%	-15%	-1.6%	x	i	0.6	-9%	0%	x
O=C(c1ccc2ccccc2n1)N1CCN(c2ccccc2O)CC1	-10%	0%	-22%	4.3%	-29%	i	0.6	2%	0%	3.1%
CCOc1cc(/C=C2/SC(=S)N(CC3CCCO3)C2=O)ccc1O (stereo not drawn)	-20%	0%	-14%	3.9%	22%[20 µM]	i	0.4	0%	-2%	x
CCC(O)(CC)C(=O)N/N=C/c1cc(Br)cc(Br)c1O	42%	2%	1%	1.1%	14%	i	0.2	5%	-3%	3.7%
COC(=O)c1ccc(C)c(NC(=O)c2c(-c3ccccc3)noc2C)c1	11%	0%	-9%	-2.3%	5%	i	5.8	-2%	-6%	x
COC(=O)CCC(=O)N1CCCC(C(=O)c2cc(F)ccc2F)C1 (stereo not drawn)	-2%	-1%	3%	1.9%	-10%	i	1.3	-5%	-14%	-0.1%
COc1ccc(N2CC(NC(=O)NCCC(C)C)CC2=O)cc1 (stereo not drawn)	14%	-5%	-4%	1.4%	-13%	i	0.6	7%	-5%	-4.7%
Cc1ccc(NC(=O)CC2=NC(=O)C(CC(=O)Nc3ccccc3F)S2)cc1 (stereo not drawn)	-5%	12%	-17%	0.2%	-29%[20 µM]	i	0.3	1%	-2%	-1.4%
COc1ccccc1/C=C/CN1CCSCC1	-5%	4%	3%	3.2%	-17%[20 µM]	x	x	0%	-6%	-1.7%

Compound activity deposited in PubChem BioAssay by several laboratories.
